From PubChem BioAssay
LAP4 TOR yeast: modulators of TOR pathway LAP4-GFP in S. cerevisiae | S. cerevisiae LAP4-GFP multiplex, flow cytometry GFP, 3 h; median GFP as percent of DMSO wells | GFP response vs DMSO, % at 10 µM | hit rate 0.34% among 320,000;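 active = GFP response vs DMSO above a set limit, about the screen mean plus 3 SD, cut at about 150% in these data; inconclusive = under 70 cell events counted for the yeast strain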
AGP1-GFP MLPCN: yeast TOR pathway AGP1-GFP modulation. GFP response vs DMSO, % at 10 µM. S. cerevisiae AGP1-GFP multiplex flow cytometry, 3 h; GFP as percent of DMSO wells. AID 2066. hit rate 0.02% among 320,000;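 active = GFP response relative to DMSO above a set limit, near screen average plus 3 SD, cut at about 150% in these data; inconclusive = fewer than 70 cells counted for the yeast strain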;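 also: median GFP channel fluorescence of the gated AGP1 strain per well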
MEP2-GFP yeast: yeast TOR pathway MEP2-GFP modulation; S. cerevisiae MEP2-GFP strain, flow cytometry GFP, 3 h; 100% = DMSO control level; GFP response vs DMSO, % at 10 µM; hit rate 0.51% among 330,000;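 active = GFP response versus DMSO above a set limit, roughly screen mean plus 3 SD, cut at about 180% in these data; inconclusive = fewer than 70 cells counted for a yeast strain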;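 also: median GFP fluorescence of the barcode-gated MEP2-GFP cells per well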
RPL19A-GFP yeast: modulators of TOR pathway RPL19A-GFP in S. cerevisiae. AID 2025. hit rate 0.3% among 330,000. S. cerevisiae RPL19A-GFP strain, flow cytometry, 3 h; active compounds read low. percent response vs DMSO, % at 10 µM;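 active = percent response vs DMSO below 50%; inconclusive = fewer than 70 events counted for the yeast strain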;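 also: median channel GFP fluorescence of the barcoded RPL19A-GFP strain; ratio of sample median GFP to plate DMSO average so 100% = DMSO; lower means less RPL19A-GFP as with rapamycin TOR inhibition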
CIT2 TOR yeast: yeast TOR pathway CIT2-GFP modulation; S. cerevisiae CIT2-GFP strain, flow cytometry, 3 h; 100 means same as DMSO wells; GFP response vs DMSO, % at 10 µM; hit rate 0.065% among 320,000; AID 2029;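 active = GFP response relative to DMSO above a set limit, near the screen mean plus 3 SD, cut at about 150% in these data; inconclusive = Fewer than 70 cells measured for a yeast strain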;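 also: ratio of well median GFP fluorescence to mean of DMSO wells on the plate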
Efflux pump inh: inhibitors of Candida antifungal efflux pumps expressed in yeast. S. cerevisiae Candida pump triplex, Nile Red efflux. AID 485275. inhibition, % at 10 µM. hit rate 0.44% among 330,000;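 active = plate passing quality check with inhibition over a set limit, or well fluorescence over plate mean plus 4 SD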;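 also: Nile Red retained in pooled yeast measured as flow cytometry median fluorescence; 0% = buffer negative control and 100% = Enniatin B positive control; higher means more Nile Red kept so more efflux inhibition; some compounds called inactive have numbers as strong as hits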
AHR activator: activators of human aryl hydrocarbon receptor | P35869 | AHR-responsive luciferase reporter cells, luminescence | activation, % at 5 µM | hit rate 2.5% among 320,000; in the data active = activation above about 47%;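 also: 0% = vehicle wells and 100% = reference agonist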
Target sequence (P35869 whole entry, looked up): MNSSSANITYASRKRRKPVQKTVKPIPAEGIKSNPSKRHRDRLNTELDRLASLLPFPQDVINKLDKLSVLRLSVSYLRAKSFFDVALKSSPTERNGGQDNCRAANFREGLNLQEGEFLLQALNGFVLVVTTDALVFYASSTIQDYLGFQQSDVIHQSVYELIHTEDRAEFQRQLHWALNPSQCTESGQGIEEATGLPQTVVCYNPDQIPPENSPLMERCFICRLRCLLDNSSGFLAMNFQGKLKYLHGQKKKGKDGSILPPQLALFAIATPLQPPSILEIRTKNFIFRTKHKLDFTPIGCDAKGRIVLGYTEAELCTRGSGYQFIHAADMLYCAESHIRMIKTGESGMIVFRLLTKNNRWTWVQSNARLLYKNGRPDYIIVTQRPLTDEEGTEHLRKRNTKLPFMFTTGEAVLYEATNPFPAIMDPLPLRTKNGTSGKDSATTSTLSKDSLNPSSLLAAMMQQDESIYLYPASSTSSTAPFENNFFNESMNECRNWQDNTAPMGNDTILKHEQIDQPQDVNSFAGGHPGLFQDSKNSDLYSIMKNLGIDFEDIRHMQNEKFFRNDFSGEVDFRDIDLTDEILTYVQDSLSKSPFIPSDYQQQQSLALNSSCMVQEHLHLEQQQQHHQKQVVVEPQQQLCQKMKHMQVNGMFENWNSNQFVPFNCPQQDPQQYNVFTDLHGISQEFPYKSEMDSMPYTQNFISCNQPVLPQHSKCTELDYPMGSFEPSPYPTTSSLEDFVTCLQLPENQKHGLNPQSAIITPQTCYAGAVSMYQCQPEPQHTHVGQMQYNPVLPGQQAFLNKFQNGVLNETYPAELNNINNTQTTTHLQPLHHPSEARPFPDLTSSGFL
CR mimetic SO: lowers age-related superoxide in aged yeast cells; superoxide response (% of plate mean), % at 10 µM; hit rate 0.18% among 330,000; S. cerevisiae aged cells, superoxide DHE fluorescence; active compounds read low; AID 2690;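 active = superoxide response under a set limit, about three screen SD below normal, cut at about 65% in these data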;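 also: yeast aged for seven days with compound at 30 °C before DHE staining; 100% = average MFI of all compound-treated wells on the plate with controls excluded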
Numbers without * were called inactive; ? = inconclusive.

SMILES	LAP4 TOR yeast	AGP1-GFP MLPCN	MEP2-GFP yeast	RPL19A-GFP yeast	CIT2 TOR yeast	Efflux pump inh	AHR activator	CR mimetic SO
CN(CCc1ccccn1)C1CCCN(S(=O)(=O)c2ccc(F)c(Cl)c2)C1 (stereo not drawn)	92	99	88	105	100	0.9	13	78
N#Cc1ccc(Cl)cc1NC(=O)COC(=O)[C@H](CCC(N)=O)NC(=O)c1ccc(F)cc1	93	96	95	105	97	0.3	33	89
CC(C)(C)c1cc(NC(=O)COC(=O)C2CC2)n(-c2ccccc2)n1	94	99	104	100	105	-0.1	1	102
O=C(COc1ccc(S(=O)(=O)N2CCOCC2)cc1)NCC1CCCO1 (stereo not drawn)	101	106	98	99	101	0.1	3	109
COc1ccccc1C(=O)CSc1nccn1C	93	107	99	102	102	0.0	2	99
CC1CN(C(=O)COC(=O)c2nn(-c3ccccc3)c(=O)c3ccccc23)CC(C)O1 (stereo not drawn)	97	104	107	102	106	-0.1	0	114
O=C(CS(=O)(=O)Cc1ccccc1)N1CCN(C(=O)c2ccco2)CC1	108	105	107	101	107	-0.1	-1	109
CC(C)C[C@H](NC(=O)NCc1ccc(Cl)cc1)C(=O)O	99	106	110	97	106	-0.2	1	102
CCCCNC(=O)C1CCN(S(=O)(=O)c2cnc[nH]2)CC1	100	105	107	100	103	-0.2	0	102
COc1cc(-c2nnc(COC(=O)C3c4ccccc4Oc4ccccc43)o2)cc(OC)c1OC	101	103	93	97	101	-0.1	1	92
CCN(CC)S(=O)(=O)c1ccc(C(=O)Nc2cc3oc4ccccc4c3cc2OC)cc1	100	107	104	109	105	-1.5	51*	95
Brc1cnc(N2CCCC2)nc1N1CCCCC1	108	98	95	95	97	-0.1	11	86
CCCc1cc(=O)[nH]c(SCC(=O)NCC2COc3ccccc3O2)n1 (stereo not drawn)	105	110	104	100	103	-0.2	0	83
COc1ccc(NC(=S)N2CCN(S(=O)(=O)c3ccc(C)cc3)CC2)cc1	89	102	107	117	103	0.1	1	102
CC(=O)N/C(=C\c1ccc(F)cc1)C(=O)NC(C(=O)O)C(C)C (stereo not drawn)	100	102	97	93	86	0.0	0	99
CC(CC(=O)NCc1ccc(Cl)cc1)c1ccccc1 (stereo not drawn)	89	91	90	93	84	-0.2	0	103
COc1cc(NS(=O)(=O)c2c(C)[nH]c(C)c2C(=O)N2CCCC2)cc(OC)c1OC	104	93	111	97	100	-0.1	0	86
COC(=O)/C=C/C(=O)NCc1ccco1	101	97	102	97	98	0.0	1	104
Cc1ccc2cc3c(NS(=O)(=O)c4cccc5nonc45)nn(CC(C)C)c3nc2c1	96	60	106	94	94	-0.1	1	71
COc1ccccc1N1CCN(C(=O)c2cc(C(=O)N3CCN(c4ccccc4OC)CC3)cc([N+](=O)[O-])c2)CC1	83	96	104	103	103	0.5	-1	105
O=C1NC(c2ccccc2)=CC(c2ccccc2O)N1 (stereo not drawn)	107	87	89	101	88	-0.1	2	101
O=C(Nc1nccs1)C1CCN(S(=O)(=O)c2ccc3c(c2)OCCCO3)CC1	100	104	107	98	107	-0.2	6	76
CSc1nc(-c2ccccc2)cc(C)c1C#N	110	95	97	95	97	0.0	38	116
Cc1cc(C(=O)N/N=C2\CCCC(C)C2)n[nH]1 (stereo not drawn)	89	98	96	97	102	0.0	8	84
COc1ccc(OC)c(NC(=O)C(CCS(C)(=O)=O)NC(C)=O)c1 (stereo not drawn)	89	99	101	99	103	0.0	0	100
Cc1ccc(NC(=O)CN2CCN(Cc3ccccc3)CC2)cc1F	89	96	100	100	96	-0.1	1	92
COc1cc(OC)cc(C(=O)OCC(=O)Nc2cccc(C(C)=O)c2)c1	120	100	122	107	109	0.0	-1	89
Cc1ccc2c(c1)c1c3n2CCN(CCC(=O)O)C3CCC1 (stereo not drawn)	87	102	96	103	102	-0.1	-3	86
COc1cccc(NC(=S)N(CCCN2CCC(C)CC2)Cc2cccs2)c1	105	102	95	97	98	-0.2	2	92
CC(=O)N1CCc2cc(S(=O)(=O)Nc3ccc(C)cc3C)ccc21	105	104	105	97	100	0.0	2	96
CCN(CC)C(=O)c1ccc2c(c1[N+](=O)[O-])C(=O)c1ccccc1C2=O	104	86	99	93	91	0.0	78*	141
CCOc1ccccc1C(=O)NCC(=O)NCCc1ccc(S(N)(=O)=O)cc1	96	97	104	99	100	0.1	-1	101
O=C(c1ccc(Sc2ccc(F)cc2)c([N+](=O)[O-])c1)N1CCOCC1	109	106	107	103	106	0.1	-1	106
Cc1ccc(C(C)NC(=O)C2CCCC2)c(C)c1 (stereo not drawn)	85	95	91	93	98	-0.1	-1	89
COc1ccccc1CNC(=O)c1cc2ccccc2o1	115	92	93	95	84	-0.2	7	94
COc1ccc(NC(=O)c2ccc(N3CCCC3=O)cc2)cc1Cl	95	101	105	102	117	0.0	-5	109
COc1ccc2c(CC(=O)OCC(=O)Nc3ccc(S(N)(=O)=O)cc3)coc2c1	100	104	89	94	99	0.0	2	97
O=C(Nc1ccc(-c2cn3ccsc3n2)cc1)c1ccc(F)c(S(=O)(=O)N2CCOCC2)c1	108	102	104	99	103	0.7	-4	95
CC(=O)N1CCN(C(=O)c2ccc(NS(=O)(=O)c3ccc4[nH]c(=O)[nH]c4c3)cc2)CC1	108	108	106	98	103	0.0	2	103
Cc1c(NC2=C(Cl)C(=O)N(c3ccccc3Cl)C2=O)c(=O)n(-c2ccccc2)n1C	90	105	101	103	107	0.0	8	101

Taken from above:
Entry of CCN(CC)C(=O)c1ccc2c(c1[N+](=O)[O-])C(=O)c1ccccc1C2=O under RPL19A-GFP yeast: 93
Entry of CC(=O)N1CCN(C(=O)c2ccc(NS(=O)(=O)c3ccc4[nH]c(=O)[nH]c4c3)cc2)CC1 under AHR activator: 2

(more compounds)
SMILES	LAP4 TOR yeast	AGP1-GFP MLPCN	MEP2-GFP yeast	RPL19A-GFP yeast	CIT2 TOR yeast	Efflux pump inh	AHR activator	CR mimetic SO
NNC(=O)C1CC(O)CN1S(=O)(=O)c1ccc(Cl)cc1 (stereo not drawn)	105	100	93	101	109	0.1	-1	113
CCOc1cccc(-c2c(C(=O)N/N=C/c3ccco3)nnn2-c2nonc2N)c1	123	122	109	107	112	-0.2	2	107
CCCCCC(=O)NNC(=O)Nc1ccccc1	104	99	100	100	98	0.0	2	104
Cc1ccc(CNC(=O)C2CCN(c3nc(C)cc(C)n3)CC2)cc1	92	104	96	98	98	-0.1	-2	102
COc1cccc(/C=N/n2c(-c3ccco3)nc3ccccc3c2=O)c1	81	76	86	100	72	0.7	2	94
Cc1cc(SCC(=O)c2cc3ccccc3o2)nc2ccccc12	123	98	109	98	89	0.0	52*	90
COc1ccc(NC(=O)COC(=O)c2c(C)noc2C)c(OC)c1	105	103	107	99	107	-0.1	6	93
CCOc1ccc(CN2CCN(Cc3cc4c(cc3Cl)OCO4)CC2CCO)cc1 (stereo not drawn)	?	?	?	?	?	-0.2	3	92
COC(=O)C1=C(C)Nc2ncnn2C1c1ccc(C)o1 (stereo not drawn)	101	108	98	101	101	-0.2	-2	92
COCCCn1c(=O)/c(=C\c2ccccc2OC(F)F)s/c1=C(/C#N)C(=O)NCCOC	106	104	100	98	100	-0.1	2	105
COc1cc(NS(=O)(=O)c2ccc(NC(=O)CN3C(=O)c4ccccc4C3=O)cc2)ncn1	91	105	107	108	104	0.1	-1	87
O=C(NCCN1CCOCC1)c1ccc2c(c1)N(Cc1ccccc1F)C(=O)c1ccccc1S2	105	37	111	88	76	0.3	5	83
CCOC(=O)C(=CNc1ccccc1C)C(=O)OCC	107	97	103	97	100	0.1	-4	97
O=[N+]([O-])c1cccc(C2(O)COc3ccccc3O2)c1 (stereo not drawn)	110	100	113	102	98	0.0	1	84
COc1nccnc1NS(=O)(=O)c1ccc(N=Cc2c(C)[nH]n(-c3ccccc3)c2=O)cc1	98	105	102	101	101	-0.3	8	116
COc1ccc(C(C)=O)cc1CSc1ccc(S(=O)(=O)N2CCOCC2)cn1	89	88	93	88	79	0.3	0	74
CCOc1cc(N2CCOCC2)c(OCC)cc1NC(=O)COC(=O)c1cccc2ccccc12	85	93	100	100	101	0.2	-2	99
COc1cccc2c1OC[C@@H](CO)[C@H]2N(C)C(=O)Nc1ccc(Cl)cc1	90	88	93	96	83	-0.1	2	99
O=C(/C=C/c1ccccc1)N1CCN(c2cccc(Cl)n2)CC1	103	99	101	100	105	0.0	0	113
Cc1ccc(S(=O)(=O)N2CCCCC2)cc1NC(=O)[C@@H]1CCCN1C(=O)c1cccs1	99	100	97	94	96	-0.1	0	111
COC(=O)c1ccc(COc2ccccc2/C=C(\C#N)C(=O)Nc2ccccc2C)cc1	90	95	90	94	100	0.1	3	98
Cc1ccc(C(=O)O/N=C(\N)c2cccnc2)cc1[N+](=O)[O-]	91	96	103	102	102	0.0	6	105
COCCNC(=O)COC(=O)c1cc(-c2ccc(OC)cc2)nc2ccccc12	102	95	104	98	99	0.3	-1	115
CCN(CC)S(=O)(=O)c1ccc(OC(C)C)c(NC(=O)C2=COCCO2)c1	92	91	87	86	81	-0.1	7	84
O=[N+]([O-])c1ccc(N2CCCCC2)s1	89	95	95	103	95	0.3	0	132
CC(=O)N[C@H]1[C@H](OC2CCCCC2)O[C@H](COC(C)=O)[C@@H](OC(C)=O)[C@@H]1OC(C)=O	90	95	102	99	99	0.1	2	104
CCOC(=O)N1CCN(S(=O)(=O)c2ccc(C)c(C(=O)NC3CCCCC3)c2)CC1	89	98	98	103	103	0.0	15	102
Cc1ccc(NC(=O)c2ccco2)cc1C	99	108	100	109	110	-0.1	7	106
CN(C)CCCC(C)(O)C(C)(C)c1ccccc1 (stereo not drawn)	100	109	108	112	107	-0.6	-2	81
O=C(NCCCN1CCOCC1)C(=O)N/N=C/c1ccccc1	96	108	104	107	105	0.1	6	96
NNC(=O)c1ccccc1-n1cccc1	96	108	99	108	103	-0.2	121*	104
CC(C)c1ccc(S(=O)(=O)N2CCN(C(=O)CN3C(=O)c4ccccc4C3=O)CC2)cc1	91	97	91	96	95	0.1	-1	117
COc1cc(C(=O)NC(C)c2ccccc2)ccc1OCC(=O)N1CCOCC1 (stereo not drawn)	104	105	105	103	96	0.1	2	90
CCOC(=O)c1ccc(NC(=O)CSc2nc(N3CCOCC3)nc(N3CCOCC3)n2)cc1	86	93	100	104	98	0.1	1	125
COC(=O)c1ccc(CSc2nnc(N)s2)cc1	106	103	105	104	105	0.2	1	98
CC(=O)Nc1ccc(NC(=O)c2c(C)nn(Cc3ccccc3)c2Cl)cc1	92	97	99	97	92	0.2	-3	119
FC(F)(F)c1nc(NCc2cccnc2)c2ccccc2n1	93	102	106	103	102	0.0	5	101
O=C(NCc1n[nH]c(=S)n1-c1ccccc1Cl)c1ccc(S(=O)(=O)N2CCCCC2)cc1	94	109	105	104	101	0.1	-2	138
Cn1c(SCC(=O)Nc2ccc(C(N)=O)cc2)nc2c(c1=O)SCC2	105	107	100	102	104	0.0	-2	90
Cc1cc(O)c(C2(C(F)(F)F)NCCNC2=O)cc1C (stereo not drawn)	98	105	98	103	106	0.0	1	102
CCC(=O)N(CCc1ccccc1)Cc1cc2cccc(C)c2[nH]c1=O	89	98	103	107	98	0.3	42	121
CN1CCc2c1nc1ccccc1c2N=C1CCCN1Cc1ccccc1	97	105	105	103	100	-0.1	2	100
COC(CN1CCc2c(C)nc3c(C#N)cnn3c21)OC	87	90	92	96	97	-0.1	0	94
